E coli Lon inh: inhibitors of E. coli Lon protease, primary screen, biochemical, fluorescence polarization; purified E. coli Lon protease; inhibition, % at 7.94 µM; actives 0.42% (n = 360,000); AID 602123, 2011; in the data active = inhibition above about 13%, passing the limit was not always enough;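 note: 0% = enzyme with probe and DMSO and 100% = no enzyme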
Target sequence (P0A9M0 whole entry, looked up): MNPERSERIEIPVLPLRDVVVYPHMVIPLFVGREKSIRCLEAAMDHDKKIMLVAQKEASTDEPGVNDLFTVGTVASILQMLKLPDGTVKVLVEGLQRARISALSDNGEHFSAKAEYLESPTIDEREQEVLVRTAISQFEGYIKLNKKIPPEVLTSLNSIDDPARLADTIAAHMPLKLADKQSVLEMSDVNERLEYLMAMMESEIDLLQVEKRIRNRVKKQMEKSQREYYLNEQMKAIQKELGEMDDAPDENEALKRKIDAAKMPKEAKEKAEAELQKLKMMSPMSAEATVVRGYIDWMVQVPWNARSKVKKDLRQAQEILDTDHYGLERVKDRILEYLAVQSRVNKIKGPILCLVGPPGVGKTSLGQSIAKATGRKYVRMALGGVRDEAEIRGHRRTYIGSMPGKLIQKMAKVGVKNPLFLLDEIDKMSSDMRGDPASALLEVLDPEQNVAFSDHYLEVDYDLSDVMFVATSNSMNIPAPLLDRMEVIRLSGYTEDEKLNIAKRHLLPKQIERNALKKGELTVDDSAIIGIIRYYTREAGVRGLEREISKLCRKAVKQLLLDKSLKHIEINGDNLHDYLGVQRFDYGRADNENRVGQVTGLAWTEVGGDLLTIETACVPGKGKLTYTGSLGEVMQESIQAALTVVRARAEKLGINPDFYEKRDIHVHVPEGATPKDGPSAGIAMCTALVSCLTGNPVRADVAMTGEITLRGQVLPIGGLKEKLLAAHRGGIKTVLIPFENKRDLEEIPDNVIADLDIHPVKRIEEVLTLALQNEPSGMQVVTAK
FAS TE block: FAS thioesterase domain inhibitors, primary screen, biochemical, fluorescence intensity, uHTS | Fatty acid synthase (Homo sapiens), P49327 | recombinant FAS-TE, OMFH fluorogenic substrate, fluorescence endpoint | inhibition, % at 15 µM | actives 0.67% (n = 360,000);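 active = compounds whose normalised, plate-corrected inhibition of enzyme fluorescence in the single-dose primary screen is 50% or more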;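 note: 0% = DMSO with enzyme and 100% = substrate without enzyme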
TbMetRS inhib: T. brucei MetRS inhibitors, primary screen, biochemical, luminescence. methionyl-tRNA synthetase (Trypanosoma brucei brucei). purified T. brucei MetRS, ATP depletion, Kinase-Glo luminescence. inhibition, % at 11.9 µM. actives 0.4% (n = 360,000). AID 624268, 2012;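 active = inhibition above a per-plate cutoff of the control wells' mean inhibition plus 3 SD, cut at about 5.5% in these data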;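 note: 0% = DMSO wells median and 100% = median of wells with control inhibitor compound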
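Assay system: T. brucei methionyl-tRNA synthetase, purified | Medium: HEPES buffer with MgCl2, KCl, DTT, spermine, BSA, pyrophosphatase | Compound: 11.9 µM single point | Incubation: 15 min enzyme-compound preincubation, 2 h reaction, 10 min detection, 25 °C | Measured by: Kinase-Glo luciferase luminescence reporting remaining unconsumed ATP | Measure: % inhibition normalized to control-well medians | Replication: Singlicate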
MLLE-PAM2 inh: inhibitors of PABP1 MLLE–PAM2 peptide binding, primary screen, biochemical, fluorescence polarization, FITC-PAM2, GST-MLLE; Polyadenylate-binding protein 1 (Homo sapiens), P11940; inhibition, % at 20 µM; actives 0.36% (n = 360,000); AID 588489, 2011; in the data active = inhibition above about 35%, passing the limit was not always enough;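 note: plate controls were DMSO wells with GST-MLLE for no effect and wells lacking GST-MLLE protein for full effect; some results filed as inactive read as strong as hits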
MT1-MMP act inh: blockers of MT1-MMP proenzyme processing, primary screen, HT1080 RFP-PRO-GFP cells, GFP/RFP fluorescence. GFP/RFP ratio change, % at 20 µM. GFP/RFP ratio fluorescence, overnight; percent of plate control window, DMSO zero. actives 0.061% (n = 360,000);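 active = GFP/RFP ratio change of at least 30% with cell ATP level not reduced by more than half and red fluorescence within 50% of control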; note: strong numbers were not always called active
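Material – HT1080 RFP-PRO-GFP cells · Control set – DMSO wells and RFP-L50D-GFP cells · Incubation – overnight cell settling, then overnight compound exposure, 37 °C, 5% CO2 · Compound dosing – single-point 20 µM compound, 1% DMSO · Read-out – GFP/RFP fluorescence ratio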
CendR NRP1 mod: modulators of CendR peptide binding to NRP-1, primary screen, biochemical, fluorescence polarization, uHTS; Neuropilin-1 (Homo sapiens), O14786; FAM-RPARPAR peptide binding to NRP-1; inhibition, % at 25 µM; actives 0.85% (n = 360,000); AID 602438, 2012;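 active = inhibition or corrected inhibition above about 18%, plus a signal ratio from 0.5 to 1.5, limit read from the data, passing the limit was not always enough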; note: strong numbers were not always called active
MsrA inh: bovine MsrA enzyme inhibitors, primary screen, biochemical, absorbance, HTS; Methionine sulfoxide reductase A (Bos taurus); purified bovine MsrA, absorbance read-out; inhibition, % at 15.5 µM; actives 0.75% (n = 360,000); AID 651718, 2012; in the data active = inhibition above about 4.5%;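 note: 0% = vehicle wells with enzyme and 100% = reference inhibitor wells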
MsrA act: bovine MsrA enzyme activators, primary screen, biochemical, absorbance, HTS; Methionine sulfoxide reductase A (Bos taurus); purified bovine MsrA, absorbance read-out; activation, % at 10.6 µM; actives 0.3% (n = 360,000); in the data active = activation above about 7.5%;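 note: 0% = vehicle and 100% = reference activator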
SKN-1 block: suppressors of acrylamide-induced Pgst-4::GFP reporter in worms, primary screen, SKN-1 inhibitor project, whole organism, uHTS, GFP/RFP fluorescence ratio, strain VP596; C. elegans VP596 Pgst-4::GFP/RFP ratio, 24 h; inhibition, % at 21.8 µM; actives 0.49% (n = 360,000);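 active = interference check ratio from 0.5 to 1.5 plus GFP to RFP signal ratio inhibition reaching or exceeding a fixed threshold, cut at about 30% in these data, passing the limit was not always enough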; note: some compounds called inactive have numbers as strong as hits
* marks the source's active call; other numbers are inactive results; . = no result given.

No.	Compound	E coli Lon inh	FAS TE block	TbMetRS inhib	MLLE-PAM2 inh	MT1-MMP act inh	CendR NRP1 mod	MsrA inh	MsrA act	SKN-1 block
1	COC(=O)c1ccc(NC(=O)Nc2ccc3c(c2)nc(C)n3C)cc1	9.2	-1.3	0.5	16.3	4.1	10.2	0.3	-3.4	-11.0
2	O=C(Oc1ccc(-n2cnnn2)cc1)c1ccccc1	2.5	-2.3	-0.7	-5.5	0.2	16.3	1.6	-4.3	-1.6
3	CC1(C(=O)NC2CCCCC2)CCC(=O)N1CC(F)(F)F (centres undefined)	1.6	-6.8	-0.7	0.5	2.5	0.9	-0.4	-3.0	13.7
4	Cc1cc2nc(CSc3ccccc3)cc(=O)n2[nH]1	1.0	-1.5	0.3	5.2	1.1	-4.7	1.1	-3.6	-3.4
5	COCCNC(=O)C1(C)CCN(C(=O)c2ccc3sccc3c2)C1 (centres undefined)	-14.9	-7.5	-0.5	20.8	-6.1	-18.4	1.7	-3.9	-1.8
6	C[C@@H](NC(=O)c1ncn2c1C(=O)NC[C@@H]2C)c1ccccc1	4.8	-3.5	0.0	13.7	-1.9	-7.0	-0.7	-0.8	10.3
7	O=C(O)CCC(=O)Nc1ccc2c(c1)oc1ccccc12	-1.7	-5.9	-0.7	2.3	1.7	-23.3	-1.1	-9.7	98.3
8	COc1ccc(/C=C2/SC(=O)N(CCNC(=O)CC(NC(C)=O)c3ccccc3)C2=O)cc1 (centres undefined)	-1.9	2.3	0.0	-20.3	-1.5	-8.1	-0.3	-0.1	-6.4
9	Cc1cc(C(=O)CN2C(=O)NC3(CCCCC3)C2=O)c(C)n1C	-3.0	-9.7	-1.1	2.6	-0.8	9.0	1.1	-3.9	12.6
10	CCOC(=O)N1CCN(C(=O)COc2ccccc2Cl)CC1	-7.2	-4.0	0.7	-3.5	-2.3	2.7	1.4	-0.1	-0.7
11	C=CCC1(CC=C)CCCN1C(=O)CC1C(=O)NCCN1Cc1cccc(OC)c1OC (centres undefined)	-3.2	-1.3	-0.4	0.7	-1.7	-11.0	1.0	-1.1	1.3
12	CCOC(=O)/C=C1/SCC(=O)N1CC(=O)Nc1ccc2c(c1)CCC2	-19.9	-1.8	0.5	-5.6	-2.2	-18.0	-0.4	1.8	-6.9
13	COc1ccc(OCC(=O)NC(=S)Nc2ccc(S(=O)(=O)Nc3cc(C)on3)cc2)cc1	14.5	-1.2	-0.5	29.8	2.2	4.5	2.0	-2.2	-17.8
14	Cc1noc(C)c1S(=O)(=O)N1CCCC(C(=O)N2CCc3ccccc3C2)C1 (centres undefined)	-4.9	3.5	-0.4	17.3	-0.4	-14.1	-0.4	4.6	-7.0
15	CCc1ccccc1NC(=O)c1ccc2c(O)c(S(=O)(=O)c3ccc(OC)cc3)c(=O)[nH]c2c1	8.9	-4.5	-1.2	15.4	-0.2	-3.3	-0.1	-8.3	1.3
16	O=S(=O)(c1ccccc1)c1cnc(-c2ccccc2)nc1N1CCCC1	6.4	13.0	-1.1	12.9	-3.5	-4.5	0.4	-8.7	5.1
17	COC(=O)c1cn(-c2ccccc2)nc1-c1cccnc1	-7.3	-5.3	-0.4	3.0	-5.3	12.6	1.4	2.0	-5.8
18	Oc1ccc(Nc2nc(Cl)nc(NCc3ccco3)n2)cc1	-3.1	-2.2	-1.3	-8.0	-3.0	3.4	-0.5	-12.7	-4.2
19	N#Cc1ccc(C(=O)N2CCC3CC2c2cc(-c4ccc(F)cc4)ccc23)cc1 (centres undefined)	4.2	17.5	-1.4	10.2	2.4	-1.0	1.3	-1.7	8.1
20	O=C(Nc1ccccc1NS(=O)(=O)c1ccc(F)cc1)C1CCC1	-4.0	-3.2	-0.3	-0.7	1.7	-1.2	0.4	-1.5	-3.7
21	COc1ccc(S(=O)(=O)N2CCOCC2)cc1NC(=O)COC(=O)C1COc2ccccc2O1 (centres undefined)	3.4	-5.7	0.8	-9.2	1.0	27.8*	1.4	-2.6	-1.7
22	C/C(=N\NC(=O)c1nnn(-c2nonc2N)c1-c1ccccc1)c1cccnc1	-5.4	-2.8	-0.4	-6.5	-3.2	14.4	0.7	-3.5	9.2
23	O=C(Nc1ccccc1C(=O)O)c1cncc(Br)c1	-14.0	-5.0	0.0	-110.8	-3.4	-7.1	-0.5	2.4	1.1
24	CSCC[C@H](NC(=O)OC(C)(C)C)C(=O)N1CCC(C(=O)N[C@H](C(=O)O)C(C)C)CC1	-1.0	-5.5	-0.4	6.5	5.5	7.5	1.0	0.1	13.8
25	Brc1ccccc1-n1nnc(-c2ccnc3ccccc23)n1	9.9	13.8	-0.2	6.1	-5.3	12.1	1.0	-4.1	2.9
26	O=C(CSCc1cnn(-c2ccccc2)c1-n1cccc1)NCc1cccs1	-11.0	9.2	-0.2	1.2	-3.4	-10.4	0.3	0.5	-9.7
27	COC(=O)Cc1ccc(NC(=S)NCCO)cc1	1.8	-3.4	-0.2	28.0	2.4	9.5	-0.7	-2.8	-1.4
28	CCOC(=O)c1cccc(NC(=O)CSc2nnc(C)n2CC2CCCO2)c1 (centres undefined)	-0.3	-2.9	-0.5	-12.7	0.8	6.5	1.4	-1.7	13.6
29	CC(=NNC(=O)CSc1nc2ccccc2o1)c1ccco1	-8.9	-8.3	-0.2	22.1	1.2	-10.6	-0.5	-1.4	-1.5
30	O=C(OC1C2CCC1C1CN(CCc3ccccc3)CC12)c1ccccc1 (centres undefined)	3.7	-9.4	0.2	-4.0	3.5	4.7	-0.2	-1.1	-3.5
31	c1cncc(C2SCCCS2)c1	1.1	-7.2	-0.2	8.4	-0.6	1.6	-0.7	-1.8	9.5
32	CCc1ccc2c(c1)C(=O)c1ccccc1C2=O	-7.0	9.9	-0.1	5.1	-1.0	2.7	0.4	1.5	17.7
33	CC(=O)Nc1n[nH]c(=S)s1	-15.4	-4.3	-0.5	1.8	-2.5	7.8	0.7	5.2	-9.4
34	CC(C)[C@H](NC(=O)N1CCC(Cc2ccccc2)CC1)C(=O)O	-0.4	-4.0	-0.9	-1.4	-2.0	9.6	1.9	-3.8	-12.6
35	O=C(O)Cc1ccc2c(c1)N(S(=O)(=O)c1cccc(C(F)(F)F)c1)CC(C(=O)O)O2 (centres undefined)	-3.3	-5.2	-0.5	8.4	1.5	-1.0	-1.3	-2.3	2.4
36	O=C(Cc1ccccc1)NCC1CCCO1 (centres undefined)	0.8	-11.0	-1.2	-13.2	-0.6	-2.2	-0.4	-10.3	1.8
37	CC(C)(Oc1ccc(CCNC(=O)c2ccc(Cl)cc2)cc1)C(=O)O	0.6	.	-0.6	-8.2	-1.8	-5.2	0.9	-3.4	-10.3
38	CCOC(=O)C1=C(C)NC(C)=C(C(=O)OCC)C1c1cccc(C)n1	6.4	-6.1	-0.5	-11.0	3.2	0.6	2.0	-2.9	-9.5
39	COc1ccccc1NC(=O)CSc1nnc(CNC(=O)c2cccs2)o1	-3.5	-5.6	-0.2	21.8	0.3	1.5	-0.7	-2.2	-14.1
40	COc1ccccc1COCC(O)CN1CCN(S(=O)(=O)c2cccc(F)c2)CC1 (centres undefined)	-7.7	-5.3	-0.2	-0.8	1.6	12.9	1.0	-1.8	14.0
41	O=C(CSc1nc(=O)n2ccccc2n1)N1CCN(c2ccccc2)CC1	-1.4	1.1	-0.5	12.8	8.0	0.9	1.7	-9.9	-2.8
42	Cn1cccc1C(=O)NC(=O)CSc1nnc(C2CC2)n1-c1ccccc1	-9.2	-6.0	-0.8	22.0	0.9	2.6	-0.6	-4.3	-20.9
43	Cc1ccc(N2Cc3ccccc3OC(C)C2=O)cc1 (centres undefined)	1.1	-1.5	-0.6	-8.5	-1.0	-1.3	0.3	-1.8	26.0
44	CCCN(CC(=O)Nc1ccccc1C)C(=O)c1ccc(N2CCCCC2)c([N+](=O)[O-])c1	-9.7	10.3	-0.3	10.9	3.5	18.1	-0.1	1.3	-8.6
45	NC(=O)NC(c1ccccc1)c1ccccc1F (centres undefined)	-4.6	-2.5	0.6	-1.3	3.4	8.5	0.3	-1.1	-13.5

Two compounds picked at random from the list so far, as already listed:
No.	Compound	E coli Lon inh	FAS TE block	TbMetRS inhib	MLLE-PAM2 inh	MT1-MMP act inh	CendR NRP1 mod	MsrA inh	MsrA act	SKN-1 block
33	CC(=O)Nc1n[nH]c(=S)s1	-15.4	-4.3	-0.5	1.8	-2.5	7.8	0.7	5.2	-9.4
34	CC(C)[C@H](NC(=O)N1CCC(Cc2ccccc2)CC1)C(=O)O	-0.4	-4.0	-0.9	-1.4	-2.0	9.6	1.9	-3.8	-12.6

The listing continues:
No.	Compound	E coli Lon inh	FAS TE block	TbMetRS inhib	MLLE-PAM2 inh	MT1-MMP act inh	CendR NRP1 mod	MsrA inh	MsrA act	SKN-1 block
46	COCCn1nnnc1SCC(=O)NCc1ccc2c(c1)OCO2	5.3	-1.3	0.1	31.2	-1.6	-5.9	-1.0	-2.9	24.5
47	COc1ccc(CN2CNc3nc4ccccc4n3C2)cc1	2.5	-12.5	0.5	-43.3	0.6	4.7	2.2	0.6	18.4
48	O=C(NC1CCS(=O)(=O)C1)c1cc2c(=O)n3ccccc3nc2n1Cc1ccccc1 (centres undefined)	8.8	-8.6	-0.1	-8.2	0.2	-10.7	0.8	-2.7	10.6
49	O=C1CCN(Cc2ccc([N+](=O)[O-])cc2)CCN1[C@H](CO)c1ccccc1	-0.8	2.1	-0.3	-6.1	4.6	-2.5	0.7	-2.0	-8.3
50	CCc1ccccc1Nc1cc(C(=O)NCc2ccccn2)c2ccccc2n1	-6.4	0.9	-0.4	4.5	1.9	13.1	2.1	-3.7	1.0
